High-throughput results from PubChem.
GRP78 ERSR act: qHTS for Inducers of the Endoplasmic Reticulum Stress Response (ERSR) in Human Glioma: qHTS; U87-MG GRP78 promoter luciferase reporter, 16 h; hit rate 0.02% among 420,000; Potency, µM, for the others: top-dose activation, most hits filed as activators; AID 602332, 2012; also: potency is read from the fitted curve at half-maximal effect; series mostly up to about 76 µM; % of control where 0% means no effect; nearly all actives have a fitted effect of over 35% in size
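Stably transfected U87-MG human glioma cells carrying a GRP78-based luminescent sensor were seeded at 1000 cells/well, pin-dosed with compounds and incubated 16 h. Luciferase reagent was then added, and end-point luminescence was read after 10 min at room temperature.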
LDHA inh: qHTS assay for inhibitors of human lactate dehydrogenase; activity change, % (values are at about 110 or 230 µM); purified LDHA, NADH/diaphorase-resazurin fluorescence; active compounds read low; hit rate 0.15% among 480,000; L-lactate dehydrogenase A chain (Homo sapiens), P00338; in the data active = activity change below about -30%; inconclusive = mostly about -25% to -30%;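 also: plate controls were DMSO wells for no effect and wells without enzyme for full effect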
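LDH5 2 nM; NADH 0.06 mM, pyruvate 0.2 mM; 200 mM Tris pH 7.4, EDTA, Tween-20; 5 min RT. Detection: diaphorase 0.133 mg/mL + resazurin 37 µM, fluorescence ex540/em590 at 0 and 20 min; normalized to enzyme-free and DMSO wells.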
Vif-A3F inh: qHTS for Inhibitors of Vif-A3F Interactions: qHTS; AID 602313, 2012; HeLa A3F-eYFP + Vif (tagged APOBEC3F with the HIV-1 protein that degrades it), YFP fluorescence increase; Potency, µM (top dose mostly 46.1 µM), for inactives: top-dose activity, negative = active; hit rate 0.2% among 390,000; also: potency is read from the fitted curve at half-maximal effect; % of control where 0% means no effect; nearly all actives have a fitted effect of over 65% in size
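HeLa cells stably expressing A3F-eYFP plus Vif, plated and incubated overnight at 37 deg C, then exposed to compounds overnight at 37 deg C. Blocked degradation read as raised yellow fluorescence (Ex 488/Em 500-530).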
TrxR1 substrate: qHTS Assay for Substrates of Mammalian Selenoprotein Thioredoxin Reductase 1 (TrxR1): qHTS; Thioredoxin reductase 1, cytoplasmic (Rattus norvegicus), O89049; Potency, µM (series often up to 114 µM), inactives show at the highest dose activity change, negative = substrate turnover; AID 588456, 2011; hit rate 0.01% among 390,000; purified TrxR1 substrate turnover, NADPH consumption readout; also: potency is read from the fitted curve at half-maximal effect; % is scaled to controls: 0 for no effect and ±100 for the full control effect; nearly all actives have a fitted effect of over 50% in size
Target sequence (O89049 whole entry, looked up): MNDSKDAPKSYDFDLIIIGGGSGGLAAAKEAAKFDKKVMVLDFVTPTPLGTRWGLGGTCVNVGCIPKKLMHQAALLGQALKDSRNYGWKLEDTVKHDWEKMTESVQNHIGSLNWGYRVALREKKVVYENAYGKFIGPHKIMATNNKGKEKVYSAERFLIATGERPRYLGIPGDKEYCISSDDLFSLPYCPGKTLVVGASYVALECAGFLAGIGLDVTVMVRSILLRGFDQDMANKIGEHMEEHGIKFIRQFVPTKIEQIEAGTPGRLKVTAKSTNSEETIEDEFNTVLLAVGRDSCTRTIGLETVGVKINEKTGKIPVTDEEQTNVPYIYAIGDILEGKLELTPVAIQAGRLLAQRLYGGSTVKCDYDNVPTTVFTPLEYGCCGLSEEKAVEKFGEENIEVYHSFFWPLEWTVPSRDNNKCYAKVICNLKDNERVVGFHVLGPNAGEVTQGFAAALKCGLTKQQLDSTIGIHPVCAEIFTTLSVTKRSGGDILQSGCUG
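Rat TrxR1, dispensed at 90 nM, was prereduced with 400 uM NADPH (final) for 5 min at ~22 deg C, then incubated with compound 15 min before 400 uM selenite. A first-read NADPH fluorescence drop versus no-compound background flagged substrates.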
rTrxR1 inhibitor: qHTS Assay for Inhibitors of Mammalian Selenoprotein Thioredoxin Reductase 1 (TrxR1): qHTS | Thioredoxin reductase 1, cytoplasmic (Rattus norvegicus), O89049 | hit rate 1% among 390,000 | Potency, µM (highest dose often 114 µM), for the others: at the top dose activity change, negative = inhibition, most hits filed as inhibitors | recombinant rTrxR1, NADPH fluorescence consumption, selenite substrate; also: potency is read from the fitted curve at half-maximal effect; % is scaled to controls: 0 for no effect and ±100 for the full control effect; nearly all actives have a fitted effect of over 65% in size
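Rat TrxR1 (90 nM in the dispensed reagent) was pre-reduced with 400 uM NADPH for 5 min at room temperature, then incubated with compound for 15 min. After 400 uM selenite was added, NADPH fluorescence (Ex 340/Em 450 nm) was followed for 8 min.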
Vif-A3G inh: qHTS for Inhibitors of Vif-A3G Interactions: qHTS; HeLa A3G-eYFP + Vif (tagged APOBEC3G with the HIV-1 protein that degrades it), YFP fluorescence, overnight; Potency, µM (titrated, usually from 46.1 µM), for inactives: at the top dose activity, negative = active, most hits filed as inhibitors; AID 602310, 2012; hit rate 0.076% among 410,000; DNA dC->dU-editing enzyme APOBEC-3G (Homo sapiens), Q9HC16;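 also: potency is read from the fitted curve at half-maximal effect; % is scaled to controls: 0 for no effect and ±100 for the full control effect; nearly all actives have a fitted effect of over 60% in size; hits raise eYFP signal because A3G escapes Vif-driven loss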
Target sequence (Q9HC16 whole entry, looked up): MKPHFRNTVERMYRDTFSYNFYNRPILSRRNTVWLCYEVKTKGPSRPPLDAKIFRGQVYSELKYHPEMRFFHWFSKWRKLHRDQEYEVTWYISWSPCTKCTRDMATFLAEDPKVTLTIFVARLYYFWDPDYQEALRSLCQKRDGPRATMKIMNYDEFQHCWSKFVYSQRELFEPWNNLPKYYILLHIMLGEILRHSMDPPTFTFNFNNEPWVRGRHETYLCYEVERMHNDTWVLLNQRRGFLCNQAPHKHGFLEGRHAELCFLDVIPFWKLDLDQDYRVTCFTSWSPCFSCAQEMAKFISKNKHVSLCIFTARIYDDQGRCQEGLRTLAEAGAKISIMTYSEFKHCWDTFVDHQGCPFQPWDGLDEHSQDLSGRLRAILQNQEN
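HeLa cells stably expressing Vif and C-terminally eYFP-tagged A3G, seeded overnight at 37 deg C, then exposed to compound by pintool overnight at 37 deg C. Rise in yellow fluorescence (Ex 488/Em 500-530, Acumen) marks blocked Vif-driven A3G degradation.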
mIDH1 inhibitor: qHTS for Inhibitors of mutant isocitrate dehydrogenase 1 (IDH1): qHTS; Isocitrate dehydrogenase [NADP] cytoplasmic (Homo sapiens), O75874; IDH1-R132H enzyme, NADPH consumption, diaphorase/resazurin fluorescence; Potency, µM (series often up to 76.6 µM), for inactives: at the highest dose activity change, negative = inhibition, hits mostly inhibitors; hit rate 0.093% among 390,000; also: potency is read from the fitted curve at half-maximal effect; % is scaled to controls: 0 for no effect and ±100 for the full control effect; nearly all actives have a fitted effect of over 65% in size
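IDH1-R132H (0.5 ug/mL dispensed) in pH 7.5 Tris buffer was preincubated 30 min with compound, then given a substrate mix of 0.016 mM NADPH and 2 mM alpha-KG for 80 min at room temperature; remaining NADPH was read by diaphorase/resazurin fluorescence.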
RGS4 inhibitor: Inhibitors of Regulator of G Protein Signaling (RGS) 4: qHTS; Regulator of G-protein signaling 4 (Homo sapiens), P49798; Transcreener GDP fluorescence polarization, RGS4-accelerated GTP hydrolysis; Potency, µM (doses to about 114 µM), without a hit: top-dose activity change, negative = inhibition, hits mostly inhibitors; hit rate 0.039% among 390,000; AID 504845, 2011; also: potency is read from the fitted curve at half-maximal effect; % is scaled to controls: 0 for no effect and ±100 for the full control effect; nearly all actives have a fitted effect of over 75% in size; some results filed as inactive show a strong effect at the top dose
Target sequence (P49798 whole entry, looked up): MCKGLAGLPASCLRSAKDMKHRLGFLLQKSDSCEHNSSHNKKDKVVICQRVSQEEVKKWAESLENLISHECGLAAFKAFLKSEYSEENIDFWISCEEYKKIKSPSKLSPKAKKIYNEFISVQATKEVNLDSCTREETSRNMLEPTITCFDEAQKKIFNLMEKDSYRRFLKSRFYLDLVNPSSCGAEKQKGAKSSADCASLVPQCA
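MLSMR compounds (23 nl, pin-transferred) preincubated 10 min at room temperature with a 500nM (2x) first reagent, then RGS4 at 900nM (2x) plus Transcreener GDP mix added; fluorescence polarization (620/688 nm) read before and after 90 min at 30 °C.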
USP1-UAF1 inh: Inhibitors of USP1/UAF1: Primary Screen. Ubiquitin carboxyl-terminal hydrolase 1 (Homo sapiens), O94782. recombinant USP1/UAF1, Ub-Rhodamine cleavage fluorescence. Potency, µM (series often up to 57.1 µM), inactives show at the top dose activity change, negative = inhibition, usual class: inhibitors. hit rate 0.23% among 390,000; also: potency is read from the fitted curve at half-maximal effect; % is scaled to controls: 0 for no effect and ±100 for the full control effect; nearly all actives have a fitted effect of over 60% in size; inactives centre near -12
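High-throughput fluorogenic screen: 1nM USP1/UAF1 complex, Ub-Rho substrate 150nM final, 50mM HEPES pH 7.8 with 0.5mM EDTA, 0.1 mg/ml BSA, 1mM TCEP and 0.01% Tween-20.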
* = called active by the depositor; u = inconclusive; [ ] = another dose, or the depositor's remark. Unless noted, calls follow the shape of the dose curve; as a rule, active = well fitted curve in the direction sought with a large enough effect; inconclusive = small, poorly fitted or top-dose-only effect, or another doubt; inactive = no such curve, though single readings can be large; an effect the other way counts as inactive or inconclusive. This is a subset, so the mix of outcomes need not match the whole.

SMILES	GRP78 ERSR act	LDHA inh	Vif-A3F inh	TrxR1 substrate	rTrxR1 inhibitor	Vif-A3G inh	mIDH1 inhibitor	RGS4 inhibitor	USP1-UAF1 inh
CC(=O)Nc1cccc(C(=O)OCC(=O)c2ccc(S(=O)(=O)N3CCCCC3)cc2)c1	-3.7%	0.1	2.1%	5.7%	9.6%	-0.7%	11.2%	-18.9%	-19.3%
Cc1nn(CC(=O)NC2CCCCC2)c(=O)c2cccn12	-0.4%	-13.6	-2.0%	5.2%	12.3%	2.1%	-2.4%	3.1%	-15.2%
C=CCn1c(C)cc(C(=O)CSc2nnc(-c3cccc(S(=O)(=O)N(CC)CC)c3)o2)c1C	-3.9%	-1.0	6.4%	-7.3%	-4.6%	1.2%	14.5%	-40.2%	-18.1%
O=C(NCCCNc1ccc(C(F)(F)F)cc1[N+](=O)[O-])c1ccc(Cl)cc1	-3.3%	-2.0	-15.4%	-1.5%	16.4%	-0.2%	-0.3%	0.2%	-11.0%
CN1CCN(c2nc3c(c(=O)n(C)c(=O)n3C)n2Cc2ccc(Cl)cc2)CC1	-6.2%	-4.7	0.8%	-0.3%	26.0%	0.2%	9.7%	-8.5%	-20.9%
CC1Cc2ccccc2N1C(=O)CCNS(=O)(=O)c1ccc2c(c1)CCC(=O)N2 (stereo not drawn)	0.2%	-6.7	-9.4%	-3.6%	2.9%	-0.6%	1.7%	9.9%	-3.2%
CCc1nc(Cl)c(C#N)c2c1CSC(C)(C)C2	-1.6%	-4.0	-7.7%	-1.5%	5.1%	0.0%	-6.3%	20.4%	0.9%
O=C(CN1CCN(CC(=O)Nc2ccccc2C(F)(F)F)CC1)Nc1ccccc1F	0.9%	0.9	-4.9%	6.4%[57.1 µM]	-4.7%[57.1 µM]	-2.0%	-0.8%	11.9%	-20.6%
COc1ccc(CC(=O)NNC(=O)COc2ccc3ccccc3c2)cc1	0.7%	-9.3	2.0%	9.8%[57.1 µM]	19.1%[57.1 µM]	0.3%	1.7%	31.6%	-7.6%
CCOC(=O)CCSc1nc(-c2ccccc2)cc(C(F)(F)F)n1	-3.6%	3.4	-7.7%	-9.1%[57.1 µM]	18.3%	-5.9%	8.7%	-14.8%	-28.9%
CC(C)CCNC(=O)CC1Nc2c3ccccc3nc(=S)n2C1=O (stereo not drawn)	-5.4%	0.0	-0.7%	-6.6%	-14.4%	0.8%	-4.8%	-5.9%	-11.2%
O=C(CSc1ccc(Br)cc1)Nc1ccccc1Oc1ccccc1	-3.9%	-1.8	-7.2%	4.5%	5.2%	0.6%	1.8%	-15.4%	-13.4%
O=S(=O)(Nc1ccccc1)c1ccc(NS(=O)(=O)c2c(F)cccc2F)cc1	-2.7%	-7.8	-4.0%	12.2%[0.0914 µM]	-3.4%[57.1 µM]	-5.1%	-4.0%	-4.4%	-22.4%
O=C(COC(=O)c1ccccc1O)Nc1cccnc1Cl	-1.2%	-1.1	-6.8%	0.1%	8.9%	2.1%	-4.6%	-5.2%	3.8%
COC(=O)c1sc(NC(=O)C2CCCO2)c(C(=O)OC)c1C (stereo not drawn)	-5.6%	-4.6	2.4%	-1.7%	-0.1%	-6.5%	13.6%	-6.3%	-14.5%
CC(C)(C)N(Cc1ccccc1)C(=O)CSc1nnc(CNc2ccc(F)cc2)o1	-4.5%	11.6	1.3%	3.7%	21.7%	1.6%	3.4%	5.2%	-20.2%
CC(=O)c1cccc(NC(=O)c2sc3nc4n(c(=O)c3c2C)CCCC4)c1	u	-1.4	-15.7%	9.8%	17.6%	-3.0%	1.0%	-22.2%[11.4 µM]	-20.8%
O=[N+]([O-])c1ccc(S(=O)Cc2ccccc2)c([N+](=O)[O-])c1 (stereo not drawn)	-13.7%	18.1	13.0%	13.5%[57.1 µM]	u	-17.5%	-4.5%	-77.5%	-13.2%
COCCOc1cc(-n2cccc2)c(Cl)cc1Cl	-3.6%	-1.5	-1.6%	-10.1%	-15.0%	-0.1%	-4.0%	6.5%	-21.2%
O=C(COc1ccccc1[N+](=O)[O-])N/N=C/c1ccccn1	5.0%	-8.7	-7.0%	-1.7%	13.6%	0.0%	8.4%	-6.6%	-10.4%
O=C(NNc1ccc(Cl)cc1)c1c(F)cccc1Cl	-3.4%	-1.4	9.5%	-0.6%[57.1 µM]	-0.2%[57.1 µM]	-0.2%	4.3%	2.4%	-13.5%
NC(=O)COC(=O)c1ccccc1SCC(=O)NC1CCCCCCC1	-4.2%	-4.6	-8.8%	-5.9%	3.3%	-2.1%	-3.2%	-15.9%	-3.8%
CC(=O)N1CCN(c2ccc(NC(=O)c3ccccc3Cl)cc2)CC1	1.5%	6.9	-2.1%	4.4%	17.6%	-9.4%	12.2%	-56.7%[56.9 µM]	-20.0%
Cn1c(-c2ccsc2)c(-c2cccs2)c2cc(-c3ccc4cc[nH]c4c3)ccc21	-2.0%	-0.9	1.0%	6.2%	1.6%[57.1 µM]	0.8%	0.0%	-13.3%	-4.1%
CSc1ccc(/C=C2\C(=N)N3N=C(CC(=O)N4CCOCC4)SC3=NC2=O)cc1	-1.8%	-2.7	6.2%	-1.9%	12.6%	-0.9%	-5.0%	-16.3%	-7.7%
COc1ccccc1N(CC(=O)Nc1ccccc1)S(=O)(=O)c1cccs1	10.0%	-7.4	1.9%	-4.8%	7.7%	-2.0%	1.9%	6.0%	-11.6%
CCN1c2cccc3cccc(c23)S1(=O)=O	-1.4%	4.6	-6.1%	25.3%[57.1 µM]	11.3%[57.1 µM]	-3.0%	11.8%	12.9%	-7.8%
COc1ccc(S(=O)(=O)N2CCC(C(=O)NC3CCCCC3)CC2)cc1OC	-2.7%	2.4	-1.3%	6.8%	22.5%	-0.7%	1.6%	17.5%	-7.5%
Cn1nnnc1P(=O)(c1ccccc1)c1ccccc1	-1.6%	-2.2	-0.5%	-4.9%	6.8%	-1.3%	7.8%	-6.4%	-17.1%
O=C(Nc1cccc(Cl)c1)Nc1cc(S(=O)(=O)N2CCOCC2)ccc1N1CCCC1	-4.3%	-6.2	-20.7%	3.3%	12.6%	1.7%	1.5%	-12.2%	-11.3%
COc1cc(/C=N/n2cnnc2)ccc1OS(=O)(=O)c1ccccc1[N+](=O)[O-]	3.4%	-3.0	0.6%	-4.0%	u	0.7%	-2.9%	21.0%	2.1%
OCCCCCNc1ncnc2ccccc12	-1.5%	-1.9	0.9%	-6.6%	-4.9%	-1.3%	2.3%	19.3%	-22.1%
CCOC(=O)CSc1nc2sc(C(=O)O)c(C)c2c(=O)[nH]1	-3.7%	-0.2	2.1%	-3.2%	-2.5%	-3.7%	-6.7%	-5.4%	-30.0%
COc1ccc(CNC(=O)CNS(=O)(=O)c2cccc(C#N)c2)cc1OC	u	-5.8	2.1%	0.9%	22.9%	0.9%	-1.3%	1.0%	-18.4%
O=C(COc1ccccc1)Nc1ncn[nH]1	1.5%	-7.6	7.4%	-4.9%	19.9%	0.2%	0.8%	4.5%	-0.7%
Cc1c(NS(=O)(=O)c2cccc(C(=O)Nc3ccccc3)c2)c(=O)n(-c2ccccc2)n1C	-2.5%	-0.2	0.7%	-2.9%	28.0%	1.9%	-5.7%	-11.5%	-16.4%
CCC1Sc2ccc(S(=O)(=O)CCC(=O)Nc3ccc(C(=O)OC)cc3)cc2NC1=O (stereo not drawn)	5.7%	-1.6	-4.0%	0.7%[57.1 µM]	7.0%[57.1 µM]	1.4%	1.4%	-77.1%[56.9 µM]	-8.4%

In another format: 2 of the compounds above.
Compound,GRP78 ERSR act,LDHA inh,Vif-A3F inh,TrxR1 substrate,rTrxR1 inhibitor,Vif-A3G inh,mIDH1 inhibitor,RGS4 inhibitor,USP1-UAF1 inh
COc1cc(/C=N/n2cnnc2)ccc1OS(=O)(=O)c1ccccc1[N+](=O)[O-],3.4%,-3.0,0.6%,-4.0%,u,0.7%,-2.9%,21.0%,2.1%
OCCCCCNc1ncnc2ccccc12,-1.5%,-1.9,0.9%,-6.6%,-4.9%,-1.3%,2.3%,19.3%,-22.1%
